Source: PubChem (several laboratories)
Exocytosis inh: blocks lytic granule exocytosis; TALL-104 LAMP-1 surface exposure, flow cytometry; cells stimulated with thapsigargin and PMA; inhibition, % at 10 µM; actives 0.66% (n = 360,000); AID 651702;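 active means inhibition above about 55%, limit read from the data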
MC4R barr agon: agonists of human melanocortin 4 receptor (MC4R) beta-arrestin; U2OS MC4R beta-arrestin complementation, luminescence; percent of melanotan II response, DMSO zero; activation, % at 8.9 µM; actives 0.98% (n = 360,000);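 active means activation above a per-plate cutoff, the mean activation of sample wells on that plate plus 3 SD, cut at about 8% in these data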
MC4R antag cAMP: blocks human MC4R cAMP signaling | P32245 | MC4R-expressing cells, MTII-stimulated cAMP, LANCE TR-FRET | inhibition, % at 6.5 µM | actives 0.48% (n = 360,000);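 active means inhibition above its plate's cutoff, the mean of tested wells on that plate plus 3 SD, cut at about 29% in these data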;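 further: 0% = Melanotan II alone and 100% = Melanotan II plus saturating MCL0020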
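System – human MC4R-expressing U2OS cells · Also added – Melanotan II · Dosing – one concentration, 6.5 µM nominal · Timing – 30-min compound, 1-h challenge, 1-h detection, room temperature · Measured by – Eu-cAMP/anti-cAMP TR-FRET, emission 671 nm · Replicates – singlicate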
PDI turbidity: inhibitors of human protein disulfide isomerase; AID 588391; inhibition, % at 10 µM; PDI insulin aggregation turbidity, A650, 90 min; actives 0.052% (n = 350,000);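 active means mean inhibition across replicates of 30% or more, whatever share of single replicates reach that level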;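 further: absorbance from insulin aggregation driven by PDI reduction with DTT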
N-glyco inh: N-linked glycosylation inhibition. D54 ERlucT glycosylation luciferase reporter, 24 h; percent of 100 nM tunicamycin response. reporter increase, % at 12.5 µM. actives 0.23% (n = 360,000);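 active means mean luciferase reporter signal, scaled so untreated is 0 and the glycosylation-blocking control 100, at or above a set limit in every replicate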;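 further: luciferase carries N-glycosylation sites so blocking glycosylation raises the light; 0% = median of neutral control wells and 100% = median of 100 nM tunicamycin wells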
HTR2A ag: mouse HTR2A agonism via beta-arrestin recruitment; P35363; CHO-K1 mHTR2A beta-arrestin complementation, luminescence; percent of 30 µM serotonin response; activation, % at 7.6 µM; actives 0.66% (n = 360,000); AID 624169;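 active means activation above a run cutoff, the mean activation of all tested compounds plus 3 SD, cut at about 14% in these data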;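 further: 0% = plate median of compound wells and 100% = 30 µM serotonin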
ABHD5-PLIN5 inh: inhibitors of human ABHD5-perilipin-5 interaction; Split G. princeps luciferase complementation, luminescence, 4 h; inhibition, % at 4 µM; actives 0.78% (n = 360,000);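 active means inhibition above the mean inhibition across every tested compound plus 3 SD, cut at about 22% in these data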;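 further: 0% = DMSO only wells and the 100% control is not disclosed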
ABCB6 inh MLPCN: inhibitors of human ABC transporter ABCB6 | Q9NP58 | K562-ABCB6 porphyrin accumulation, flow cytometry, 1 h; active compounds read low | fluorescence ratio to DMSO, % at 10 µM | actives 0.19% (n = 360,000) | AID 602162;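 active means fluorescence ratio to DMSO below 75%, the collection mean minus 3 SD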;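 further: signal is porphyrin accumulated inside mitochondria; 100% equals median channel fluorescence of DMSO control wells; lower ratio means ABCB6 inhibition with less porphyrin fluorescence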
Target sequence (Q9NP58 whole entry, looked up): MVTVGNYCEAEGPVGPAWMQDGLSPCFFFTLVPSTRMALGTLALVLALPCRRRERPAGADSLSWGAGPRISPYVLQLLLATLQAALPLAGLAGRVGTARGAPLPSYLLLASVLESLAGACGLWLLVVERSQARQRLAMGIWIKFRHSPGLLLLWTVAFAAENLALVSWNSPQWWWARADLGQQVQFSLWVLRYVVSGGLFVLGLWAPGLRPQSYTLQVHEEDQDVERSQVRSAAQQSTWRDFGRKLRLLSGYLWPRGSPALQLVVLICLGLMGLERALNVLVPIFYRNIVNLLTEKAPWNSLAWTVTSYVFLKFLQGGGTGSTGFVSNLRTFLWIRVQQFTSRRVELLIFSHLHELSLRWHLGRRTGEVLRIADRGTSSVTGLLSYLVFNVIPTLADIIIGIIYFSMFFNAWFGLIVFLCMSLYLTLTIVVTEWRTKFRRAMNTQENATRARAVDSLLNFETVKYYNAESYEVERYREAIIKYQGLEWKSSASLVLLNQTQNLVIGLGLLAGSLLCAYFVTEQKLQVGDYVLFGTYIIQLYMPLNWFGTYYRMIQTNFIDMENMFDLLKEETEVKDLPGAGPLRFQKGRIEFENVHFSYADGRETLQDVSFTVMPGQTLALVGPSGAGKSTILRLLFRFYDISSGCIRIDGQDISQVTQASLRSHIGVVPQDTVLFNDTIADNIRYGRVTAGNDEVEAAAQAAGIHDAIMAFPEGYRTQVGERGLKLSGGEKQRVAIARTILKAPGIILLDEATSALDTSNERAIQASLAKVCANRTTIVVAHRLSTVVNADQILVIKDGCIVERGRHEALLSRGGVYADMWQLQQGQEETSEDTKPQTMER
CaV13 FRET inh: Primary screen for inhibitors of IQ motif and Ca2+-dependent inactivation inhibitor domain binding in CACNA1D, Förster resonance energy transfer in living cells, …. HEK cells, CFP/YFP FRET ICDI-IQ, plate reader, 10 min; percent FRET-ratio fall versus neutral wells. inhibition, % at 12.3 µM. actives 0.098% (n = 340,000). AID 743397;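 active means mean replicate inhibition of at least 30% and at least 1% of replicates passing that level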;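 further: 0% = median of the neutral control wells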
H9c2 protect: protects H9c2 cardiomyocytes from peroxide injury | H2O2 injury protection, ATPLite, 2 h | protection from H2O2 cell death, % at 20 µM | actives 0.63% (n = 360,000);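 active means compounds giving at least 50% protection of heart cells from peroxide-induced death in the single-dose screen, raw or plate-pattern-corrected value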;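 further: 0% = DMSO wells with peroxide and 100% = DMSO wells without peroxide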
The depositor's hits bear a star; . = not tested or not shown.

SMILES | Exocytosis inh | MC4R barr agon | MC4R antag cAMP | PDI turbidity | N-glyco inh | HTR2A ag | ABHD5-PLIN5 inh | ABCB6 inh MLPCN | CaV13 FRET inh | H9c2 protect
Cc1cccc(NC(=O)CN(C)S(=O)(=O)c2cccc3cccnc23)c1 | 20 | 1.7 | -9 | 3 | 1 | 4 | 2 | 95 | 12 | 2
COc1ccc(-c2noc(-c3cc(C)cc(C)c3)n2)cc1OC | -1 | 4.3 | 2 | -11 | 3 | -2 | -2 | 95 | -6 | -4
CC1CC(C)CN(C(=O)c2ccc(Br)c(S(=O)(=O)N3CCOCC3)c2)C1 (centres undefined) | 4 | -2.9 | -4 | 4 | 2 | 3 | 5 | 93 | -2 | 0
O=c1cc2c(nn1Cc1ccccc1)-c1ccccc1CC2 | 3 | -2.2 | 2 | -2 | 2 | 0 | 4 | 94 | -1 | -7
Cc1ccccc1OCCC(=O)Nc1ccccc1C(=O)N1CCCCC1 | -1 | -2.5 | 2 | 5 | -2 | -1 | 2 | 95 | -1 | -4
CC1CCN(c2c(NCC3CCC(C(=O)NCCc4ccc(Cl)cc4)CC3)c(=O)c2=O)CC1 (centres undefined) | 11 | -0.3 | 6 | 8 | -1 | 4 | -1 | 93 | -16 | -7
CC(C)/C=N/NC(=O)c1cccc(N2CCCC2=O)c1 | -7 | -2.3 | 0 | 15 | 0 | 5 | -2 | 101 | -3 | 1
COc1ccc(OC)c(N(CC(=O)NCc2ccccn2)S(C)(=O)=O)c1 | -1 | 1.0 | 3 | -7 | 3 | 4 | 4 | 96 | -4 | 3
O=C(COC(=O)c1cc(S(=O)(=O)N2CCOCC2)ccc1F)c1ccccc1 | -6 | -1.2 | -35 | 1 | -1 | -2 | 0 | 98 | -2 | 7
c1ccc(-c2noc(-c3cccc4ccccc34)n2)cc1 | -2 | 6.5 | -3 | 1 | -4 | -1 | -3 | 116 | . | -16
CC(C)OC(=O)c1ccc(N2CCN(c3ccc(F)cc3)CC2)nc1 | -4 | 1.8 | 0 | -3 | 2 | 0 | -3 | 93 | -19 | -8
Cc1nnsc1S(=O)(=O)Cc1ccccc1Cl | 1 | -1.1 | -1 | -9 | -1 | -2 | 0 | 94 | -6 | 2
Cc1ccc2oc(=O)c3cnn(CC(=O)N(CCN(C)C)Cc4ccco4)c3c2c1 | 3 | -0.1 | 1 | . | 1 | 7 | 0 | 101 | -3 | 11
Cc1cc(C)c(NC(=O)Nc2ccccc2C)c(Cl)c1 | -5 | -1.7 | 4 | 6 | -2 | 8 | 2 | 100 | -17 | 5
COc1ccc(/C=N/OCC(=O)OCC(=O)N(C)c2ccccc2)cc1 | 3 | -2.6 | 5 | 8 | 3 | -3 | 1 | 100 | -5 | 0
Cc1cc(C(=O)NNC(=O)COc2c(C)cc(Br)cc2C)n[nH]1 | -31 | -1.9 | 6 | -11 | -1 | 1 | -2 | 93 | -5 | 3
COC(=O)[C@]1(C)N[C@H](CN(C)C(=O)Nc2ccc(C(F)(F)F)cc2)[C@@H]2C(=O)N(C)C(=O)[C@@H]21 | 1 | -0.1 | 14 | 12 | 2 | 2 | -2 | 98 | -6 | 10
CC(=O)c1c(C)[nH]c(C(=O)OCC(=O)NC(C)c2ccccc2)c1C (centres undefined) | 7 | -0.5 | -2 | 5 | 3 | 3 | -4 | 94 | -5 | 3
O=C(COC(=O)c1ncc(Cl)c(Cl)c1Cl)Nc1ccccc1OC(F)F | 6 | 3.7 | 16 | 2 | 2 | -1 | 9 | 100 | -8 | -1
Cn1c(=O)[nH]c(=O)c2c1nc(N1CCCCCC1)n2CCOc1ccccc1 | 2 | 1.2 | -47 | 10 | 3 | 3 | 1 | 95 | -4 | 3
O=C(COC(=O)CC1CC2CCC1C2)NC(=O)NCc1ccco1 (centres undefined) | 0 | -2.3 | 2 | 6 | -2 | -5 | 0 | 90 | -4 | -10
CCC(C)c1cc(S(=O)(=O)N2CCOCC2)ccc1OC (centres undefined) | -1 | -0.5 | 7 | -7 | -1 | -6 | -5 | 99 | -3 | -13
Cc1ccc(CNC(=O)/C=C/[C@H]2O[C@@H](n3cc(C)c(=O)[nH]c3=O)C[C@@H]2O)o1 | -6 | . | . | . | 0 | -2 | 7 | 101 | -7 | 0
O=C(O)c1cccc(N/N=C/c2cccnc2)c1 | -2 | -1.4 | -15 | 7 | 0 | 2 | 2 | 98 | 9 | -4
Cn1ncc(N2CCN(S(=O)(=O)c3ccc(Br)cc3)CC2)c(Cl)c1=O | 2 | 0.7 | -9 | -1 | 3 | 0 | -2 | 100 | -4 | 3
CC(c1ccccc1)N1C(=O)C2C3C=CC(C4CC34)C2C1=O (centres undefined) | -1 | -1.0 | 11 | -4 | 2 | -6 | -1 | 102 | -5 | -5
C=CCn1c(SCc2ccc(C(=O)Nc3nccs3)cc2)nnc1-c1ccc(C)c(Cl)c1 | 6 | 1.3 | 15 | 4 | -6 | 4 | -1 | 90 | -13 | -10
CCc1c(C(=O)Nc2ccncc2)csc1C | -2 | 1.1 | 2 | -2 | 1 | -3 | 6 | 104 | -9 | -1
Nc1c(C=C2C=CC(=O)C=C2)c(=O)nc2sc(CC(=O)N3CCCCC3)nn12 | 0 | -2.4 | -1 | 7 | 2 | 1 | 3 | 103 | -2 | 1
COC(=O)c1ccc2nc(-c3ccccc3)c(Cc3cccc(F)c3)n2c1 | 14 | . | . | . | . | -1 | -1 | 124 | -5 | .

Entries shown so far that have two or more sulfur atoms, in the order listed:
SMILES | Exocytosis inh | MC4R barr agon | MC4R antag cAMP | PDI turbidity | N-glyco inh | HTR2A ag | ABHD5-PLIN5 inh | ABCB6 inh MLPCN | CaV13 FRET inh | H9c2 protect
Cc1nnsc1S(=O)(=O)Cc1ccccc1Cl | 1 | -1.1 | -1 | -9 | -1 | -2 | 0 | 94 | -6 | 2
C=CCn1c(SCc2ccc(C(=O)Nc3nccs3)cc2)nnc1-c1ccc(C)c(Cl)c1 | 6 | 1.3 | 15 | 4 | -6 | 4 | -1 | 90 | -13 | -10

Other compounds.
SMILES | Exocytosis inh | MC4R barr agon | MC4R antag cAMP | PDI turbidity | N-glyco inh | HTR2A ag | ABHD5-PLIN5 inh | ABCB6 inh MLPCN | CaV13 FRET inh | H9c2 protect
CCCCCCCCCC(=O)OCC(O)CO (centres undefined) | -1 | 0.2 | 0 | -12 | 3 | 2 | 2 | 89 | -6 | 2
COc1ccc(OCCNS(=O)(=O)Cc2ccccc2)cc1 | 4 | -1.4 | 0 | -1 | 3 | -6 | -7 | 101 | -14 | -3
COc1ccc(S(=O)(=O)N(C)c2ccc(C(=O)N3CCCCC3)cc2)cc1 | 1 | -1.3 | 7 | 5 | 0 | 6 | -2 | 95 | -4 | -13
CCCCc1ccc(NC(=S)NCCc2ccc(F)cc2)cc1 | 35 | 4.2 | -2 | -5 | 0 | -10 | 9 | 108 | -4 | -29
O=C(CSc1nnc(NC(=O)c2ccccc2)s1)NC1CCCC1 | -14 | 1.9 | 13 | -28 | -3 | -3 | 3 | 102 | -2 | -18
Cc1nc(-c2cccc3ccccc23)ccc1C(=O)O | -2 | 1.3 | 5 | -17 | 3 | 1 | 2 | 85 | -3 | -5
C=CCC[C@@H](Cc1ccc(F)cc1)C(=O)OC[C@@H](C)NC(=O)[C@@H](CC=C)CC(=O)N[C@H](CO)Cc1ccccc1 | -13 | 0.7 | 5 | 5 | -2 | 5 | -1 | 90 | -4 | 1
CC1CN(c2nnnn2-c2ccccc2)CC(C)O1 (centres undefined) | 0 | -0.1 | 1 | -3 | 2 | -3 | 4 | 93 | . | -11
O=C1CC(c2cccs2)Sc2nc3ccccc3n21 (centres undefined) | 3 | 1.0 | 6 | 13 | -7 | 4 | -2 | 106 | -5 | -8
CCN(C(=O)COC(=O)c1ccc(Cl)cc1N)C1CCCCC1 | -2 | 6.0 | 8 | -3 | -2 | 0 | -2 | 101 | 6 | 0
O=C(Nc1ccc(NC(=O)c2ccc(Cl)cc2Cl)cc1)c1cccs1 | -5 | 3.1 | 0 | 3 | -5 | 1 | -1 | 96 | -3 | 1
COc1cccc(N2CCN(c3ncccn3)CC2)c1 | -2 | -0.5 | 10 | -2 | -2 | 0 | -7 | 93 | . | 0
COc1ccc(CC(=O)Nc2nc3ccccc3[nH]2)cc1 | -3 | 1.5 | -2 | 5 | -1 | 1 | 4 | 91 | -7 | -7
CCCCCc1c(C)nc(N2CCN(Cc3ccc4c(c3)OCO4)CC2)[nH]c1=O | 9 | -0.8 | 1 | -7 | -1 | -2 | -7 | 85 | -5 | -10
COc1ccc(NC(=O)C(Cc2cc(C)cc(C)c2)C(C)C(=O)O)cc1 (centres undefined) | -6 | 2.2 | 20 | 4 | 2 | -3 | 9 | 92 | -3 | 2
Cc1cc(-c2ccccc2)nc2cc(C(=O)N(Cc3ccccc3)Cc3ccccc3)nn12 | 80* | -2.1 | -8 | 0 | -4 | 0 | 2 | 104 | -5 | -21
CCCNC(=O)CN1CCN(c2cc3ccccc3c(Cl)n2)CC1 | -4 | 0.7 | 28 | 0 | 5 | 10 | 11 | 102 | -2 | 2
Nc1nnc(SCC(=O)N2CCN(Cc3ccccc3)CC2)s1 | 1 | -1.3 | 8 | -4 | 0 | 0 | 5 | 85 | -6 | -2
C(=N\Nc1nc(N2CCOCC2)nc(N2CCOCC2)n1)/c1cccnc1 | -4 | -0.1 | 16 | 1 | 2 | 10 | 0 | 108 | -8 | 0
O=C(NCCCN1CCCC1=O)C(=O)NCC1OCCCN1S(=O)(=O)c1cc(F)ccc1F (centres undefined) | 0 | 2.9 | 6 | 1 | -1 | 2 | -7 | 106 | -9 | 4
Cc1cccc(C(=O)NC(=S)N2CCN(c3ccc([N+](=O)[O-])cc3)CC2)c1 | -3 | -1.3 | -3 | 2 | 2 | 1 | -5 | 92 | -4 | 2
CC(NC(=O)COC(=O)C1=COCCO1)C12CC3CC(CC(C3)C1)C2 (centres undefined) | -4 | -0.4 | 20 | -5 | -3 | -1 | 0 | 99 | 14 | 1
Cc1ccc(S(=O)(=O)Nc2cccc(Cl)c2)cc1NC(=O)C1CC1 | -1 | 0.0 | 10 | 13 | -2 | -2 | -2 | 95 | -3 | -1
Cc1c(NC(=O)C(C)OC(=O)CCOc2ccccc2)c(=O)n(-c2ccccc2)n1C (centres undefined) | 4 | -2.4 | 6 | -3 | 2 | 8 | 1 | 87 | -6 | -4
COc1ccc(/C=N/n2c(C)nnc2C)c(OC)c1OC | -5 | 1.8 | 7 | 4 | 1 | -1 | 1 | 108 | . | 0
COC(=O)c1ccc(C(=O)OC)c(NC(=O)COC(=O)CC2CC3CCC2C3)c1 (centres undefined) | 21 | -1.1 | -3 | -1 | 2 | -9 | -4 | 89 | -3 | -10
COc1cc(NS(=O)(=O)c2ccc(NC(=O)c3cccnc3)cc2)ncn1 | 0 | 1.0 | 10 | -2 | 1 | 3 | 8 | 101 | . | 2
COc1ccc2c(c1)c(=O)c(C(=O)O)c(-c1ccc3c(c1)OCO3)n2C | -2 | 2.0 | 7 | -2 | 0 | 0 | 4 | 97 | -5 | 9

Rows are unselected; 4.2% or so of the library scored in one or more.
